Source: PubChem
FLuc counter = qHTS profiling assay for firefly luciferase inhibitor/activator using purifed enzyme and Km concentrations of substrates (counterscreen for miR-21 project) | Luciferin 4-monooxygenase (Photinus pyralis), P08659 | purified FLuc, Km substrates, luminescence inhibition | Potency, µM (series often up to 57.5 µM), without a hit: at the top dose activity change, negative = inhibition, usual class: inhibitors | 360,000 tested, 6.9% active;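 note: potency is the fitted concentration of half-maximal effect; plate controls were vehicle for no effect and reference inhibitor for full effect; nearly all actives have a fitted effect of over 55% in size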
Target sequence (P08659 whole entry, looked up): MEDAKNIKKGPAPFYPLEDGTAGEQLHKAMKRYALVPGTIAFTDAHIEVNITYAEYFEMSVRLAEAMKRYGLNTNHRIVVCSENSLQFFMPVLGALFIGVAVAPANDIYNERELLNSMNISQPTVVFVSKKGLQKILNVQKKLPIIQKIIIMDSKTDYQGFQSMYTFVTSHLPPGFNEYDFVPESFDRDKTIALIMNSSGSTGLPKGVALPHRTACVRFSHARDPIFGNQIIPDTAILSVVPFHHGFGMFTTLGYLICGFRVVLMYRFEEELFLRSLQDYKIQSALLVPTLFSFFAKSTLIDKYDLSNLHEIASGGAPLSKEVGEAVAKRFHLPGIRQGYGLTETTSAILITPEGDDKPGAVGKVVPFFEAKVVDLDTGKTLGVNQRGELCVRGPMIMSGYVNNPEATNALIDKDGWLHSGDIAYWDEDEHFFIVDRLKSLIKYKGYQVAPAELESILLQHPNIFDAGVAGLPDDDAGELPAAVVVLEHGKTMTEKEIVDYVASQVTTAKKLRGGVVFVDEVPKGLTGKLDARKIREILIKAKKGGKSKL
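Purified P. pyralis luciferase, 10 nM final, with Km-level 10 uM D-luciferin and 10 uM ATP in 50 mM Tris acetate pH 7.5, 10 mM Mg acetate, 0.01% Tween-20, 0.05% BSA; 6-point qHTS titration about 60 µM downward; luminescence read.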
RORg inh = qHTS for inhibitors of ROR gamma transcriptional activity | Potency, µM (top dose mostly 53.6 µM), for inactives: top-dose activity change, negative = inhibition, usual class: inhibitors | Nuclear receptor ROR-gamma (Mus musculus), P51450 | Drosophila S2 Gal4-RORgamma UAS-luciferase reporter, 20 h | 310,000 tested, 5.4% active; note: potency is the fitted concentration of half-maximal effect; % is set by controls: 0 for no effect and ±100 for the full control effect; nearly all actives have a fitted effect of over 60% in size
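Compounds are pin-transferred onto Drosophila Schneider cells expressing a copper-inducible Gal4–ROR gamma transactivation domain fusion. After 1 hr, copper sulfate is added to 700 uM final; luciferase is read 20 hr later.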
Giardia kill = Small Molecules that selectively kill Giardia lamblia: qHTS. Giardia lamblia trophozoite viability. 340,000 tested, 0.15% active. activity change, % at 7.66 µM, hits read low; in the data active = activity change below about -80%; inconclusive = between about -30% and that limit;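 note: parasites exposed to compound for two days anaerobically before the ATP read; % is set by controls: 0 for no effect and ±100 for the full control effect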
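Trophozoite viability was measured as ATP-dependent luminescence, read 15-30 min after reagent addition. Before that, parasites at 100 cells/well were exposed to compounds for 48 h, anaerobically, at 37 deg C.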
Gal4-VP16 FLuc = VP16 counterscreen qHTS for inhibitors of ROR gamma transcriptional activity. Potency, µM (doses to about 53.6 µM), without a hit: top-dose activity, negative = inhibition, actives largely listed as inhibitors. Drosophila S2 Gal4-VP16 UAS-luciferase, luminescence, 20 h. 310,000 tested, 3.5% active;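 note: Gal4-VP16 expression switched on by copper sulfate through the metallothionein promoter; potency is the fitted concentration of half-maximal effect; % is set by controls: 0 for no effect and ±100 for the full control effect; nearly all actives have a fitted effect of over 50% in size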
NPC1 promoter act = qHTS Assay for NPC1 Promoter Activators; Huh7 NPC1 promoter luciferase reporter, 24 h; Potency, µM (series often up to 9.22 µM), for inactives: at the highest dose activation, hits mostly activators; 320,000 tested, 2.4% active;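 note: potency is the fitted concentration of half-maximal effect; % of control where 0% means no effect; nearly all actives have a fitted effect of over 60% in size; reporter is driven by a mutant NPC1 promoter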
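Luminescence read-out of NPC1 promoter-driven luciferase in stably transfected Huh7 cells; compounds delivered in DMSO and left 24 h at 37C, 5% CO2, qHTS titration format.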
ELG1 genotox = qHTS screen for small molecules that induce genotoxicity in human embryonic kidney (HEK293T) cells expressing luciferase-tagged ELG1 | HEK293T ELG1-luciferase reporter, luminescence, 16 h | Potency, µM (highest dose often 46 µM), inactives show top-dose activity change, positive = activation, most hits filed as activators | 330,000 tested, 1.3% active | AID 504466, 2011; note: potency is the fitted concentration of half-maximal effect; % of control where 0% means no effect; nearly all actives have a fitted effect of over 60% in size
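HEK293T cells expressing luciferase-tagged ELG1 were exposed to compound or DMSO vehicle for 16 hr at 37 °C and 5% CO2. Luciferase activity was then measured with ONE-Glo after 30 min at room temperature.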
uPA surface inh = qHTS for Inhibitors of Cell Surface uPA Generation. Potency, µM (doses to about 38.3 µM), without a hit: top-dose activity change, negative = inhibition, actives largely listed as inhibitors. cell surface uPA generation assay, qHTS. 330,000 tested, 0.31% active; active = well fitted inhibition curve with a large enough effect; inconclusive = small, poorly fitted or top-dose-only effect; inactive = no such curve, though single readings can be large or run the other way; tested in mouse RAW 264.7 cells; note: potency is the fitted concentration of half-maximal effect; % is set by controls: 0 for no effect and ±100 for the full control effect; nearly all actives have a fitted effect of over 55% in size
FBPA coupling cs = qHTS Assay for Inhibitors of Fructose-1,6-bisphosphate Aldolase from Giardia Lamblia: Coupling assay counterscreen; activity change, negative = inhibition, % at 58.2 µM, hits read low; 290,000 tested, 0.67% active; coupling enzyme system counterscreen, AmpLite Red fluorescence; AID 2472, 2010; in the data active = activity change below about -30%; note: % is set by controls: 0 for no effect and ±100 for the full control effect
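Coupling enzymes only (glyceraldehyde-3-phosphate) + compound, at 57.5 uM final, 10 min RT; add substrate/coupling/AmpLite Red mix, 20 min RT; fluorescence ex 525/em 598 nm. Actives flag coupling-system interference.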
Rab9 prom act = qHTS Assay for Rab9 Promoter Activators; Huh7 Rab9 promoter-luciferase reporter, luminescence, 24 h; Potency, µM (highest dose often 9.22 µM), without a hit: at the highest dose activation, negative = inhibition, hits mostly activators; 320,000 tested, 2.8% active; note: potency is the fitted concentration of half-maximal effect; % of control where 0% means no effect; nearly all actives have a fitted effect of over 60% in size
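Promoter activation is measured as luciferase luminescence in Huh7 cells stably transfected with a Rab9 promoter–luciferase construct, following 24 h compound exposure at 37 °C and 10 min reagent incubation at ambient temperature.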
KCNH2 3.1 block = qHTS for Inhibitors of KCHN2 3.1: Mutant qHTS; activity change, % (tested at about 1.8 µM); U2OS KCNH2 3.1, thallium flux FluxOr; stronger effect = lower value; 340,000 tested, 0.95% active;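 active = maximum activity change below -70%; inconclusive = maximum activity change from -70% to -50%; inactive = maximum activity change above -50%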;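 note: thallium influx rate constant from kinetic fluorescence after stimulation buffer; % is set by controls: 0 for no effect and ±100 for the full control effect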
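Channel expression came from 3.1 mutant virus (1.77 x 10^8 /mL) applied to suspended U2OS cells for 4 h. Flux was tracked with FluxOr dye plus Red40 quencher, and kinetic rate constants normalized to controls.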
Tb PFK block = qHTS Assay to Find Inhibitors of T. brucei phosphofructokinase; AID 485367, 2010; ATP-dependent 6-phosphofructokinase (Trypanosoma brucei brucei), O15648; Potency, µM (doses to about 57.5 µM), inactives show at the highest dose activity, negative = inhibition, actives largely listed as inhibitors; 330,000 tested, 0.17% active; T. brucei PFK, ADP-Glo luminescence;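 note: potency is the fitted concentration of half-maximal effect; 0% = uninhibited 1x PFK enzyme wells and -100% = no-enzyme wells; nearly all actives have a fitted effect of over 60% in size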
Target sequence (O15648 whole entry, looked up): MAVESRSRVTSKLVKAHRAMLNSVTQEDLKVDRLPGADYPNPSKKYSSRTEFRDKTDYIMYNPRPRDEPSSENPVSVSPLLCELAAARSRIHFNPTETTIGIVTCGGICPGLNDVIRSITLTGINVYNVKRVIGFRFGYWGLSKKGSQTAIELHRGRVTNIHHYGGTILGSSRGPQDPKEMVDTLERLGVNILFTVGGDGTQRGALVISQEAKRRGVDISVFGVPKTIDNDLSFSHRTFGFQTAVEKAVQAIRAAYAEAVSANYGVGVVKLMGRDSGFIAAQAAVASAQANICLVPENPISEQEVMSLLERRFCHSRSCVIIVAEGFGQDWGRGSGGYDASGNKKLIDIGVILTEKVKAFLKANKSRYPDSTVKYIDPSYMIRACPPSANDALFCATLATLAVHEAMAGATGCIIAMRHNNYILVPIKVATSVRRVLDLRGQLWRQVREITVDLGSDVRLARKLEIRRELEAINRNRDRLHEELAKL
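Luminescent ADP detection (ADP-Glo, two-step: ATP depletion then ADP-to-ATP conversion for luciferase) reported PFK activity after 45 min room-temperature reaction of 1.25 nM enzyme with 0.5 mM F6P and 0.1 mM ATP at pH 8.0.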
* = called active by the depositor; ? = inconclusive; nt = no result given; & = joins results of further samples; [ ] = remark or other dose. Unless noted, calls come from the whole dose curve; as a rule, active = well fitted curve in the direction sought with a large enough effect; inconclusive = small, poorly fitted or top-dose-only effect, or another doubt; inactive = no such curve, though single readings can be large; an effect the other way counts as inactive or inconclusive.

SMILES	FLuc counter	RORg inh	Giardia kill	Gal4-VP16 FLuc	NPC1 promoter act	ELG1 genotox	uPA surface inh	FBPA coupling cs	Rab9 prom act	KCNH2 3.1 block	Tb PFK block
CC(OC(=O)CNC(=O)c1ccc2c(c1)OCO2)C(=O)NCCC1=CCCCC1 (stereo unspecified)	-4%	2%[10 µM]	5	2%	8%	6%	-6%	3	2%	1	-3%
CCCCNC(=O)Cn1c(=O)c2c(ncn2CCC(C)C)n(Cc2ccccc2)c1=O	1%	-2%	-10	-7%	-5%	3%	7%	3	-1%	-5	2%
CCc1ccc(CNC(=O)C2Cc3cc(S(=O)(=O)N4CCCC4)ccc3N2C(C)=O)cc1 (stereo unspecified)	-11%	38%	4	5%	-2%	0%	-6%	nt	15%	3	-3%
COc1ccc(-c2[nH]c(-c3ccc(F)cc3)nc2SCC(=O)NC2CCCC2)cc1	-2%	?	17	1%	-4%	-1%	4%	-4	-7%	7	-5%
Nc1ncnc2c1ncn2[C@H]1C[C@H](O)[C@@H](COP(=O)(O)O)O1	7%	-10%	13	3%	1%	-3%	4%	2	-2%	6	-3%
Cc1ccc(NC(=O)c2ccc(F)cc2)nc1	5%	-14%	?	-9%	-3%	-1%	-27%	-5	-2%	12	0%
CCc1ccc(NC(=S)N(Cc2cccnc2)Cc2ccco2)cc1	-7%	-1%	-14	-4%	-9%	-5%	-1%	0	-2%	12	-2%
O=C(NN=C(c1ccccc1)c1ccccn1)c1ccccc1	nt	nt	0	nt	nt	14%	-2%	nt	nt	4	0%
COc1ccc(C2c3cc(OC)c(OC)cc3CCN2C(=O)c2ccccc2)cc1OC (stereo unspecified)	3%	5%	1	-5%	2%	1%	-1%	0	2%	-32	-2%
CN(Cc1ccccc1)C(=O)CCCn1c(=O)[nH]c2cc(Cl)ccc2c1=O	2%	-26%	-17	-8%	1%	-2%	-5%	2	-2%	0	-4%
O=C(Nc1ccccc1C(=O)O)c1ccc(NC(=O)c2ccc(Br)o2)cc1	?	11%	2	3%	0%	-7%	nt	-9	0%	-6	2%
O=C(CN1C(=O)NC2(CCCC2)C1=O)OCC(=O)c1cccc(Cl)c1	0%	nt	-6	nt	-2%	2%	-1%	nt	-5%	35	11%
CC1(C)CC(=O)C(C(C2=C(O)CC(C)(C)CC2=O)c2ccc(Cl)c([N+](=O)[O-])c2)C(=O)C1 (stereo unspecified)	1%	?	4	0%	-3%	-7%	0%	5	-2%	8	0%
CCOC(=O)C1CCCN(S(=O)(=O)c2ccc(C)cc2)C1 (stereo unspecified)	1%	?	1	-15%	1%	-5%	-2%	-1	-3%	17	3%
O=[N+]([O-])c1ccc(CNc2cccc(F)c2)s1	4%	?	-2	-6%	-6%	-9%	-9%	5	0%	9	13µM*
COc1cc(OC)cc(-c2c(-c3cccs3)c3cc(-c4ccc5c(c4)OCO5)ccc3n2C)c1	6%	nt	15	nt	-3%	-1%	9%	nt	-3%	4	0%
Nc1nnc(CC(=O)N/N=C/c2cccc(OCCOc3ccccc3)c2)s1	4%	3%	2	?	?	0%	3%	-1	3.2µM*	1	-4%
COc1ccc(CCNc2ccc(C(CC(N)=O)NC(=O)c3cc(OC)ccc3OC)cc2[N+](=O)[O-])cc1 (stereo unspecified)	0%	?	11	-1%	2%	-2%	2%	3	3%	-3	-2%
COc1cccc(CNS(=O)(=O)c2ccc3c(c2)CCN3C(=O)C2CC2)c1	1%	34%	14	1%	0%	-7%	-4%	-2	2%	3	-2%
N#C/C(=N\Nc1ccc(Cl)cc1)C(=N)N1CCCCC1	1.7µM*	8%	12	-18%	0.4µM*	5%	-7%	nt	nt	2	3%
CN(CCOc1ccccc1)C(=O)CCc1c[nH]c2ccccc12	-7%	42%	7	19%	16%	1%	1%	-1	2%	9	-8%
O=C(C[C@@H]1C/C=C\C[C@H](NC(=O)OCC2c3ccccc3-c3ccccc32)C(=O)OC[C@H]2CCCN2C1=O)N[C@@H](CO)Cc1ccccc1	nt	nt	10	nt	nt	-8%	-17%	nt	nt	5	0%
NC(=S)Nc1nc2ccccc2s1	?	?	0	3.5µM*	11%	7%	-2%	-2	7%	10	0%
CCn1nnnc1SCC(=O)Nc1cc(C)on1	-1%	32%	-14	-2%	0%	0%	2%	0	-4%	13	0%
Cc1cccc(Nc2nc3c(c(=O)n(C)c(=O)n3C)n2Cc2ccccc2)c1	7%	-17%	4	-21%	-3%	3%	7%	-11	-7%	-19	1%

(next part)
SMILES	FLuc counter	RORg inh	Giardia kill	Gal4-VP16 FLuc	NPC1 promoter act	ELG1 genotox	uPA surface inh	FBPA coupling cs	Rab9 prom act	KCNH2 3.1 block	Tb PFK block
CC(=O)NC(CC(C)C)C(=O)NC(=O)NCc1ccccc1 (stereo unspecified)	11%	18%	-13	-12%	-4%	5%	nt	4	5%	4	-3%
Cc1csc(CNc2ncnc3ccc(-c4ccccc4Cl)cc23)c1	2%	nt	14	nt	-2%	-1%	-5%	nt	-1%	nt	-12%&0%
COc1cc2cc(C)c3nnc(SCC(=O)Nc4cc(C)on4)n3c2cc1OC	-2%	35%	2	-9%[10 µM]	-1%	-2%	1%	0	-2%	-4	1%
O=C(CSCc1ccc(Cl)cc1)NCc1ccccn1	0%	-25%	10	10%	-4%	4%	-9%	-1	9%	-11	-1%
COc1ccc(C(C(=O)NC(C)(C)C)N(C(=O)CCC(=O)Nc2cc(C)on2)c2cccc(F)c2)cc1 (stereo unspecified)	0%	?	-22	?	-5%	5%	-1%	2	-3%	16	1%
OC(c1ccc(Cl)cc1)C(O)c1nc2ccccc2[nH]1 (stereo unspecified)	-1%	-7%	5	14%	-1%	-2%	nt	6	-5%	27	2%
CCOc1ccc(-c2nnc(-c3ccco3)o2)cc1OCC	?	35%	-5	?	30%	?	-2%	-1	?	14	7%
COc1cccc(NC(=O)CSc2nc3ccccc3c(=O)n2C)c1	2%	49%	-20	-18%	-4%	-7%	7%	1	-13%	3	5%
O=C(N/C(=C\c1ccc(Br)cc1)c1nc2ccccc2[nH]1)c1ccco1	-17%	27%	1	-2%	0%	6%	-3%	1	-1%	-5	2%
COc1nnc(-c2ccc(C)c(S(N)(=O)=O)c2)c2ccccc12	-2%	20%	-2	3%	-3%	-2%	-7%	-1	-5%	19	1%
CCOc1ccc(NC(=O)c2cn(-c3ccc(OCC)cc3)c(=O)c3cc(OC)c(OC)cc23)cc1	8%	24%	-14	-6%	2%	2%	5%	0	-1%	-4	-4%
Cc1ccc(S(=O)(=O)NCCC(=O)Nc2ccc3c(c2)OCO3)cc1	6%	-1%	-12	-3%	8%	2%	2%	-1	-4%	4	2%
COc1ccc(-c2noc(COC(=O)c3ccco3)n2)cc1OC	-18%	nt	26	nt	2%	0%	6%	nt	-3%	-10	0%
O=C(NNC(=O)C1CCN(c2ncccn2)CC1)c1ccncc1	-2%	11%	-3	1%	-2%	1%	-14%	-1	-9%	14	0%
CC(C)(C)C1CCc2[nH]c3ccccc3c(=O)c2C1 (stereo unspecified)	6µM*	?	-12	-29%	20%	?	0%	1	10%	-8	-8%
CCNC(=S)N1CCN(c2ccccn2)CC1	4%	-40%	-10	-2%	-2%	1%	-4%	0	-2%	4	0%
COc1ccc(S(=O)(=O)N(C)CC(=O)N2CCC(C(N)=O)CC2)cc1Cl	5%	-15%	4	6%	0%	-1%	-5%	0	2%	6	-7%
CCOc1ccc(NC(=O)CN(C)CC(=O)NC2CCCc3ccccc32)cc1OCC (stereo unspecified)	-5%	?	-2	1%	0%	14%	1%	0	-3%	-2	-2%
COCC(C)n1c(SCC(=O)Nc2cc(C)on2)nc2ccccc2c1=O (stereo unspecified)	0%	nt	6	nt	0%	-3%	-1%	nt	-1%	16	0%
CCN(CC)CCN(Cc1cc2ccc(C)c(C)c2[nH]c1=O)C(=S)NCc1ccco1	-2%	15%	31[activator]	-1%	-3%	-3%	nt	-6	3%	2	-8%
CC1=NN(C(=O)CCc2ccccc2)C(c2ccccc2)C1 (stereo unspecified)	-3%	27%	-18	11%[10 µM]	-1%	4%	2%	5	3%[1.84 µM]	3	1%
CSc1ncc(CN2CCc3c([nH]c4ccccc34)C2c2cccc(O)c2)cn1 (stereo unspecified)	-3%	23%	73[activator]	?	-2%	-9%	-8%	-6	-5%	20	-5%
OCCNCCNCc1ccccc1OCc1ccccc1	2%	-6%	-2	-18%	-4%	-10%	-19%	-1	-5%	15	0%
